FH mod: Identification of activators of human fumarate hydratase by quantitative high-throughput screening | Potency, µM (titrated, usually from 79.9 µM), without a hit: at the highest dose activity change, negative = inhibition, most hits filed as inhibitors | hit rate 0.22% among 54,000 | FH coupled MDH/diaphorase resazurin fluorescence, 15 min | AID 1347055, 2019 | Fumarate hydratase, mitochondrial (Homo sapiens), P07954; further: potency means the concentration at half of the fitted maximal effect; on the % scale 0 is the no-effect control and ±100 the full control effect; the screen sought activators but most active calls are inhibition curves; nearly all actives have a fitted effect of over 45% in size
TSG101-PTAP inh: qHTS Validation Assay for Inhibitors of HIV-1 Budding by Blocking the Interaction of PTAP/TSG101: Sytravon Library Screen | Tumor susceptibility gene 101 protein (Homo sapiens), Q99816 | Fluorescence polarization, FITC-PTAP peptide/Tsg101, 20 min | Potency, µM (series often up to 115 µM), without a hit: at the top dose activity change, negative = inhibition, actives largely listed as inhibitors | 44,000 tested, under 10 active; further: potency means the concentration at half of the fitted maximal effect; 0% is about no effect
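Compounds pinned into 10 uM Tsg101 binding domain, then 50 nM FITC-PTAP peptide added in pH 7.5 HEPES buffer; FP read after 20 min, room temperature. Total S+P intensity flags fluorescent compounds; active cut-off <25 µM, efficacy <60%.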
GALK inhibitor: qHTS Assay for Inhibitors of Human Galactokinase (GALK): NCGC Sytravon Library Screen. Potency, µM (doses to about 57.5 µM), for the others: top-dose activity, negative = inhibition, most hits filed as inhibitors. 44,000 tested, under 10 active. recombinant GALK, Kinase-Glo ATP luminescence, 1 h;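 further: plate controls were full GALK reaction for no effect and reaction lacking GALK for full effect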
Target sequence (P51570 whole entry, looked up): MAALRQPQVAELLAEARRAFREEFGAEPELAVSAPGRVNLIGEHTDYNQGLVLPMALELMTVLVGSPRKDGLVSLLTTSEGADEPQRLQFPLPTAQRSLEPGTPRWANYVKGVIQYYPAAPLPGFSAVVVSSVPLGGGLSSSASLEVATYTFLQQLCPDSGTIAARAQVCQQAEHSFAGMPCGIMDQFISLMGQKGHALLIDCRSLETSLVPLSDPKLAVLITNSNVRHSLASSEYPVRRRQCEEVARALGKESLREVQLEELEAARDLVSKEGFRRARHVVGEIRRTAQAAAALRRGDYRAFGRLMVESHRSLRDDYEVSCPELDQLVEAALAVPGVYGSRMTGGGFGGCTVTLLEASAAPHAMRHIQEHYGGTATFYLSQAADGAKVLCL
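Luminescent ATP-depletion readout (Kinase-Glo Plus, 10 min) after 1 h RT reaction of 5 nM GALK, 35 uM ATP, 100 uM galactose, pH 8.0 HEPES buffer. Decreased kinase activity scored as inhibition.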
p53null 32C kill: qHTS Screen for Compounds that Selectively Target Cancer Cells with p53 Mutations: Cytotoxicity of p53 Null Cells at the Permissive Temperature | AID 903, 2007 | hit rate 0.62% among 55,000 | H1299-neo p53 null cells, ATP luminescence, 24 h, 32C | Potency, µM (highest dose often 46.1 µM), for the others: at the top dose activity change, negative = cytotoxicity, actives largely listed as cytotoxic;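 further: potency means the concentration at half of the fitted maximal effect; 0% = DMSO only and -100% = full killing by 100 µM tamoxifen; nearly all actives have a fitted effect of over 55% in size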
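AC50 values derive from Hill modelling of qHTS concentration-response data (up to 46 uM) in H1299-neo cells. Cells were treated 24 h at 32C following overnight attachment at 37C; viability was read as cellular ATP.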
NTMT1 inh: Primary qHTS for Inhibitors of N-terminal methyltransferase 1 (NTMT1): MTaseGlo Assay; N-terminal Xaa-Pro-Lys N-methyltransferase 1 (Homo sapiens), Q9BV86; NTMT1 MTase-Glo SAH luminescence, purified enzyme; Potency, µM (series often up to 114 µM), without a hit: top-dose activity change, negative = inhibition, most hits filed as inhibitors; hit rate 2.5% among 59,000; AID 1645870, 2021;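 further: potency means the concentration at half of the fitted maximal effect; plate controls were DMSO vehicle for no effect and no enzyme for full effect; nearly all actives have a fitted effect of over 65% in size; many of its hits are not listed in these tables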
Target sequence (Q9BV86 whole entry, looked up): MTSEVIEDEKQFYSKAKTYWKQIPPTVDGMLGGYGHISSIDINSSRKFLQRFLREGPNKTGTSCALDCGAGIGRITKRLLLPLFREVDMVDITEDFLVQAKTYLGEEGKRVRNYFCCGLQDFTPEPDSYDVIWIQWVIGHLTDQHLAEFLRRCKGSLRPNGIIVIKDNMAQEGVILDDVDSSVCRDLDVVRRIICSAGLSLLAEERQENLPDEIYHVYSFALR
B2AR arrestin ag: qHTS assay of beta-arrestin-biased ligands of beta2-adrenergic receptor: NCGC Sytravon Library Screen; Potency, µM (top dose mostly 46.1 µM), without a hit: top-dose activation, hits mostly activators; 44,000 tested, under 10 active; AID 1347077, 2019; HTLA Tango cells, beta-arrestin recruitment, luciferase luminescence, 18 h;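 further: potency means the concentration at half of the fitted maximal effect; 0% = DMSO and full agonism = EC100 isoproterenol or metaproterenol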
Target sequence (P07550 whole entry, looked up): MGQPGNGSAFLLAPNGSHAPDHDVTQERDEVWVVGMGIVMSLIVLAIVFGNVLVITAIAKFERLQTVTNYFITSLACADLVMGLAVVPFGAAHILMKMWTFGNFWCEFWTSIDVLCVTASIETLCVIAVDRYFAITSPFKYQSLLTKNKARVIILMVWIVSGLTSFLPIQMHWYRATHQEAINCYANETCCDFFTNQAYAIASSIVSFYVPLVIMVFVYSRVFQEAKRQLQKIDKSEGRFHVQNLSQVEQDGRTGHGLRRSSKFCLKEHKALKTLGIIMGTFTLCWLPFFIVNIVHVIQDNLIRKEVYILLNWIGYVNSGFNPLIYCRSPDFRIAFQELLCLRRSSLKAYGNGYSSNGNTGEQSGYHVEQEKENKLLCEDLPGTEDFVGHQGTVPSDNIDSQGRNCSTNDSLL
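Ligand-induced beta-arrestin recruitment to recombinant beta2-AR is measured via a tTA-driven luciferase reporter in Tango cells after 18 hr compound exposure at 37 degrees C. Concentrations span up to 46 microM.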
p53null 39C tox: qHTS Screen for Compounds that Selectively Target Cancer Cells with p53 Mutations: Cytotoxicity of p53 Null Cells at the Nonpermissive Temperature; AID 904, 2007; hit rate 0.97% among 55,000; H1299 p53-null (neo) cells, 39C, ATPlite viability, 24 h; Potency, µM (highest dose often 46.1 µM), for inactives: at the highest dose activity, negative = cell killing, usual class: cytotoxic;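 further: potency means the concentration at half of the fitted maximal effect; 0% = DMSO only and -100% = full killing by 100 µM tamoxifen; nearly all actives have a fitted effect of over 50% in size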
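Following overnight plating at 37C (600 cells/well), H1299-neo or H1299-p53A138V cells are dosed up to 46 uM. Incubation lasts 24 hr at 39C before ATP detection.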
* = called active by the depositor; ? = inconclusive; . = no result given; [ ] = remark or other dose. The call rests on the fitted dose curve; in most records, active means well fitted curve in the direction sought with a large enough effect; inconclusive means small, poorly fitted or top-dose-only effect, or another doubt; inactive means no such curve, though single readings can be large; an effect the other way counts as inactive or inconclusive. Some of the compounds tested (hit frequency here may not be typical).

SMILES	FH mod	TSG101-PTAP inh	GALK inhibitor	p53null 32C kill	NTMT1 inh	B2AR arrestin ag	p53null 39C tox
Cc1nc(-c2cccc(F)c2)sc1CCNC(=O)Cc1ccc(F)cc1	1%	0%	1%	1%	?	-1%	-3%
Cc1ccc2nc(N3CCN(c4ccc(F)cc4)CC3)c3nnnn3c2c1	.	-2%	1%	-4%	.	0%	3%
COc1ccc(N2CCN(c3ccc(-c4nc(-c5ccccc5)no4)cc3[N+](=O)[O-])CC2)cc1	-2%	-3%	-11%	0%	27%	-3%	6%
COC(=O)c1c(NC(=O)CCCOc2cccc(C)c2)sc2c1CCC2	-23%	1%	-17%	0%	-10%	0%	2%
O=c1[nH]c2ccc(NCc3ccc(-c4ccccc4)o3)cc2[nH]1	1%	2%	4%	-14%	-9%	-4%	-7%
Cc1ccc2nc(N(Cc3cccnc3)C(=O)c3cccs3)sc2c1	0%	-1%	-1%	0%	4%	-2%	11%
Cc1cccc(N2CCN(C(=O)c3ccc(NC(=O)c4nsc5ccccc45)cc3)CC2C)c1 (stereo not drawn)	-19%	3%	-1%	-13%	?	0%	-13%
Cc1cc(C)cc(OCC(=O)N(Cc2ccc(C)o2)C2CCS(=O)(=O)C2)c1 (stereo not drawn)	-2%	0%	-8%	2%	1%	0%	3%
CC(=O)Nc1ccc(S(=O)(=O)NCc2ccc3c(c2)CCN3C(C)=O)cc1	-18%	1%	?	-8%	-5%	0%	-1%
Cc1ccc(Nc2cc(C(=O)NCCc3ccccc3)c3ccccc3n2)c(C)c1	-19%	-1%	0%	-1%	-1%	-2%	-2%
O=C(NC1CCCC1)c1ccc2c(=O)n(Cc3ccccc3)c(SCc3ccc([N+](=O)[O-])cc3)nc2c1	-10%	-1%	1%	7%	1%	?	10%
CC(C)Oc1ccccc1-c1nc(SCC(=O)c2ccc(F)cc2)n[nH]1	?	-1%	-1%	8%	-3%	1%	-12%
CCCCN(C)C(=O)CSc1nc2ccccc2nc1Cc1ccc(C)cc1	-38%	-3%	-4%	-20%	1%	0%	-6%
O=C(Cn1c(SCc2cccc(F)c2)nc2ccncc21)Nc1ccc(Cl)cc1F	-4%	0%	7%	-14%	-17%	-3%	-6%
COc1ccc(C)cc1NC(=O)C(NS(=O)(=O)c1cccc2nsnc12)c1ccccc1 (stereo not drawn)	-17%	-4%	8%	16%	?	0%	4%
CCOC(=O)CSc1nnc2n(-c3ccccc3)c(=O)c3c4c(sc3n12)CC(C(C)(C)C)CC4 (stereo not drawn)	?	-2%	0%	22%	-4%	0%	?
CC1CCCN(S(=O)(=O)c2cc3c(cc2Cl)NC(=O)CO3)C1 (stereo not drawn)	6%	-3%	2%	-2%	?	-1%	-9%
Cc1ccc2occ(CC(=O)N3CCN(c4cccc(Cl)c4)CC3)c2c1	-29%	-5%	-7%	31%[activator]	10%	-1%	?
CC(C)(C)OC(=O)N1CCC(c2c(C(=O)Nc3ccc4c(c3)OCO4)cnn2-c2ccccc2)CC1	-16%	1%	-2%	6%	24%	0%	8%
Cc1ccc(C)c(N2CCN(Cc3nnc(-c4ccc5c(c4)OCO5)o3)CC2)c1	-3%	0%	0%	-5%	3%	1%	-19%
Cc1ccc(-c2cn3nc(N4CCC(C(=O)Nc5ccccc5C)CC4)sc3n2)cc1	1%	0%	6%	-11%	11%	0%	-12%
Cc1ccc(Cl)cc1NC(=O)c1oc2ccc(S(=O)(=O)N3CCCCCC3)cc2c1C	-5%	1%	0%	-3%	7%	4%	27%
Cc1ccc(Nc2nc3c(S(=O)(=O)c4ccccc4)nnn3c3ccc(Cl)cc23)c(C)c1	-2%	0%	5%	2%	-13%	0%	-17%
COc1ccc(-c2ccc(NS(=O)(=O)c3cccc(Cl)c3)cc2)nn1	4%	-3%	4%	3%	4%	0%	-12%
COc1ccccc1-c1nn2c(=O)cc(CN3CCN(S(=O)(=O)c4ccc(C)cc4)CC3)nc2s1	22%	-2%	1%	-6%	-10%	0%	3%

Record cards, as listed above. Order of screens: FH mod, TSG101-PTAP inh, GALK inhibitor, p53null 32C kill, NTMT1 inh, B2AR arrestin ag, p53null 39C tox
Profile of `Cc1cc(C)cc(OCC(=O)N(Cc2ccc(C)o2)C2CCS(=O)(=O)C2)c1` (stereo not drawn) : -2%, 0%, -8%, 2%, 1%, 0%, 3%
Profile of `Cc1ccc2occ(CC(=O)N3CCN(c4cccc(Cl)c4)CC3)c2c1` : -29%, -5%, -7%, 31%[activator], 10%, -1%, ?
Profile of `O=C(Cn1c(SCc2cccc(F)c2)nc2ccncc21)Nc1ccc(Cl)cc1F` : -4%, 0%, 7%, -14%, -17%, -3%, -6%
Profile of `CC(C)(C)OC(=O)N1CCC(c2c(C(=O)Nc3ccc4c(c3)OCO4)cnn2-c2ccccc2)CC1` : -16%, 1%, -2%, 6%, 24%, 0%, 8%

(next part)
SMILES	FH mod	TSG101-PTAP inh	GALK inhibitor	p53null 32C kill	NTMT1 inh	B2AR arrestin ag	p53null 39C tox
CN(C(=O)c1c2c(nc3ccccc13)C(=O)N(C1CCCCC1)C2)c1ccc(F)cc1	2%	0%	2%	3%	1%	0%	-6%
CC1CCC(Nc2nc3c(-c4cccc(C(F)(F)F)c4)nnn3c3ccccc23)CC1 (stereo not drawn)	-29%	1%	-1%	33%[activator]	6%	0%	-22%
CC1=C(C(=O)Nc2ccccc2)C(c2ccc(C)cc2)n2nc(SCc3ccccc3C)nc2N1 (stereo not drawn)	0%	-1%	3%	1%	-7%	-2%	25%
COc1cc2nc(SCC(=O)Nc3ccc(F)cc3)n3nc(CCn4c(C)nc5ccccc54)nc3c2cc1OC	-12%	-4%	8%	12%	-10%	0%	20µM*
Cn1nccc1C(=O)NCc1ccc2c(c1)CCN2C(=O)c1ccc(F)cc1	-24%	-1%	-3%	11%	-9%	-2%	2%
CC1CCCN(Cc2c(O)ccc3c(=O)c(-c4ccccc4Cl)c(C(F)(F)F)oc23)C1 (stereo not drawn)	1%	-3%	1%	3%	0%	-1%	-1%
Cc1ccc(C)c(Cn2c(=O)n(CCCC(=O)NCc3ccc4c(c3)OCO4)c(=O)c3sccc32)c1	3%	3%	0%	30%	-14%	-2%	-1%
CCCCNC(=O)C1CCN(c2nc3ccc(C)cc3[nH]2)CC1	4%	0%	-4%	1%	8%	2%	-6%
CCCOc1cccc(C2c3c(oc4cc(C)c(C)cc4c3=O)C(=O)N2CCCN2CCOCC2)c1 (stereo not drawn)	-28%	0%	0%	14%	-2%	-1%	-9%
COc1cc(OC)c(N(C)C(=O)c2c(C)oc3ncn(CC(C)C)c(=O)c23)cc1Cl	-7%	-2%	0%	2%	13%	1%	-16%
CN1C(=O)c2ccccc2Sc2ccc(NC(=O)c3ccc(C#N)cc3)cc21	-25%	-1%	-6%	11%	1%	0%	7%
COc1ccc(NC(=O)c2c(NCc3ccc(N(C)C)cc3)sc3c2CCC3)cc1	-13%	-5%	0%	-8%	?	-1%	17%
CCOC(=O)c1cccc(NC(=O)C2COc3ccc(OC)cc3C2)c1 (stereo not drawn)	-17%	-1%	-2%	3%	-4%	-1%	7%
O=C(CSc1nc2c([nH]c3ccccc32)c(=O)n1-c1ccc(F)cc1)N1CCCCC1	1%	-4%	2%	-4%	-8%	-1%	3%
Cc1ccc(CNC(=O)CN2C(=O)C3CCCCN3c3ccc(C(=O)N4CCCC4)cc32)cc1 (stereo not drawn)	5%	-5%	4%	-7%	-1%	0%	0%
CCNC(=O)C1CCN(Cc2cc3ccccc3n2Cc2ccc(C)cc2)CC1	-3%	-1%	0%	-7%	-4%	-3%	13%
CSc1ccc(CCNC(=O)Cn2ncc3c([nH]c4ccccc43)c2=O)cc1	4%	-2%	1%	-6%	10%	-1%	-8%
CC(C)C1N=C2c3ccccc3N=C(SCC(=O)NCc3ccc(Cl)cc3)N2C1=O (stereo not drawn)	0%	1%	0%	-6%	10%	0%	-14%
CCOc1ccc(C(=O)NCCc2sc(-c3ccc(OC)c(OC)c3)nc2C)cc1	?	-6%	2%	-12%	?	2%	-9%
COCCCn1c(=O)c2sccc2n2c(CCCC(=O)NC3CCC(C)CC3)nnc12 (stereo not drawn)	-1%	-7%	?	3%	-3%	0%	-11%
CN(C(=O)CSc1nc2ccc(NC(=O)c3cccs3)cc2s1)c1ccccc1	-14%	1%	2%	0%	24%	-4%	-19%
CCS(=O)(=O)c1ccccc1C(=O)Nc1ccc(-c2nc3ccccc3s2)cc1	-6%	-2%	-1%	-4%	-3%	0%	-15%
CCOC(=O)c1c(NC(=O)/C=C/c2ccc(OCC)cc2)sc(C)c1C	1%	-4%	-1%	3%	19%	-1%	-4%
Cc1oc(-c2ccc(Cl)cc2)nc1CSc1nnc(C)n2c1cc1sccc12	-31%	1%	2%	-8%	?	1%	20%
CCCOc1ccc(C2c3c(oc4ccccc4c3=O)C(=O)N2c2nnc(C(C)C)s2)cc1 (stereo not drawn)	2%	3%	4%	-5%	11%	0%	-17%

The last three records of the part above lead into the next.
SMILES	FH mod	TSG101-PTAP inh	GALK inhibitor	p53null 32C kill	NTMT1 inh	B2AR arrestin ag	p53null 39C tox
CCOC(=O)c1c(NC(=O)/C=C/c2ccc(OCC)cc2)sc(C)c1C	1%	-4%	-1%	3%	19%	-1%	-4%
Cc1oc(-c2ccc(Cl)cc2)nc1CSc1nnc(C)n2c1cc1sccc12	-31%	1%	2%	-8%	?	1%	20%
CCCOc1ccc(C2c3c(oc4ccccc4c3=O)C(=O)N2c2nnc(C(C)C)s2)cc1 (stereo not drawn)	2%	3%	4%	-5%	11%	0%	-17%
Cc1cccc(C)c1OCC(=O)NCC1(N(C)C)CCCCC1	7%	-3%	2%	-2%	-18%	-4%	13%
CCOc1ccccc1NC(=O)N1CC(C)Oc2ccc(Cl)cc21 (stereo not drawn)	-26%	-3%	3%	10%	0%	-1%	-23%
CCOc1ccc(CNC(=O)c2ccc3c(c2)c(C)c(C)n3Cc2ccc(Cl)cc2)cc1	-3%	-6%	-1%	-1%	2%	1%	15%
COc1cc(NC(=O)CC2C(=O)N(c3cccc(C)c3)C(=O)N2Cc2cccs2)cc(OC)c1 (stereo not drawn)	.	-2%	3%	15%	.	0%	8%
Cc1ccc(-n2ncc3c(NCCCn4ccnc4)ncnc32)cc1	6%	-10%	0%	-19%	7%	-1%	13%
CCc1ccc2oc(C(=O)Nc3ccccc3C(=O)OC)cc(=O)c2c1	-10%	1%	-5%	-4%	-2%	1%	-13%
